eIF4E-4G inh – blocks eIF4E binding to eIF4G. TR-FRET eIF4E-eIF4GI(517-606) binding, 2 h. inhibition, % at 21.7 µM. hit rate 0.37% among 220,000. AID 782;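 active means inhibition above about 30%, limit read from the data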;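 further: 0% = full FRET control wells and 100% = background wells lacking eIF4GI fragment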
Wee1 stabilizer – inhibitors of human Wee1 degradation; P30291; HeLa Luc-Wee1K328M stability, luciferase luminescence; 100% = proteasome inhibitor MG132 effect; reporter increase, % at 5 µM; hit rate 1.2% among 220,000; AID 1321;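 active means activation above the mean of all tested compounds plus 3 SD, set per screening run, cut at about 8.8% in these data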;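 further: cells exposed to compound for 20 h before luminescence read; 0% = DMSO alone and 100% = MG132 at 30 µM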
Target sequence (P30291 whole entry K328M): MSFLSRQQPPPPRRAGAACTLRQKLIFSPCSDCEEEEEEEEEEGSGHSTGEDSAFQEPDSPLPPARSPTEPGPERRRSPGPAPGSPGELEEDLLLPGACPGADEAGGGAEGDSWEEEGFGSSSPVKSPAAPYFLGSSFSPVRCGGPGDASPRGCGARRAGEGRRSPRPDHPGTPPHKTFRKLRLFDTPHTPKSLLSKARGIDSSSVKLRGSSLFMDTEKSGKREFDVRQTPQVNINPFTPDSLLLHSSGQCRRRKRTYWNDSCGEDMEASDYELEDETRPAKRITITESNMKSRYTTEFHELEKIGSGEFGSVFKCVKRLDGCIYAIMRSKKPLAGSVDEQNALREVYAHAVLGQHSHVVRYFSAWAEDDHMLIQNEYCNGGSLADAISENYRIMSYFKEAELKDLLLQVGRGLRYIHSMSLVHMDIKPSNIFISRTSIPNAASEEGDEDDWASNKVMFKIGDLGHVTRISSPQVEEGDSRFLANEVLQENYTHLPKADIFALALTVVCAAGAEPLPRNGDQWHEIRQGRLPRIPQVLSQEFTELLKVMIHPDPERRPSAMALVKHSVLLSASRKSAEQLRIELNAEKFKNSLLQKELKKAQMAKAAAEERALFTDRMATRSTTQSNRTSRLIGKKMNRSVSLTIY
p97 ATPase inh – blocks human p97 ATPase activity | P55072 | AID 1481 | hit rate 0.42% among 220,000 | inhibition, % at 8 µM | recombinant p97 ATPase, Kinase-Glo ATP luminescence, 3 h; in the data active means inhibition above about 15%;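 further: 0% = DMSO vehicle and 100% = wells lacking enzyme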
FXIIa inh – factor XIIa (human) inhibition. P00748. purified FXIIa, Boc-QGR-AMC fluorogenic substrate, 2 h. inhibition, % at 5 µM. hit rate 0.3% among 220,000; in the data active means inhibition above about 40%;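 further: 0% = enzyme with no compound and 100% = blank without enzyme; many of its hits are not listed in these tables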
14-3-3 Bad PPI – disrupts binding of bovine 14-3-3 zeta to phospho-Bad peptide; P63103; TR-FRET 14-3-3zeta/Dy647-pBad peptide displacement, 1 h; inhibition, % at 21.7 µM; hit rate 0.71% among 220,000;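 active means inhibition above about 70%, limit read from the data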;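 further: 0% = full 14-3-3 plus peptide FRET controls and 100% = background without 14-3-3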
FXIa inh – blocks human coagulation factor XIa protease activity | P03951 | purified FXIa, Boc-Glu-Ala-Arg-AMC fluorogenic substrate | inhibition, % at 5 µM | hit rate 0.14% among 220,000;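 active means inhibition of at least 40%; inactive means inhibition below 40%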;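 further: fluorescence of freed AMC excited at 355 nm; 0% = enzyme without compound and 100% = no enzyme blank; many of its hits are not listed in these tables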
MDM2 E3 inh – blocks human Mdm2 ubiquitin ligase activity | Q00987 | hit rate 0.11% among 210,000 | signal enhancement, % at 5 µM | AID 1230 | cell-based MDM2 ubiquitination luciferase reporter, 2 h; 0 = plate control, 100 = twice control, blank-subtracted;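 active means signal enhancement of 30% or more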;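 further: luminescence tracks abundance of the self-degrading MDM2-luciferase fusion protein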
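Timing – 2 h compound exposure at 37 °C · Assay system – mammalian cells stably expressing self-ubiquitinating, self-degrading MDM2 E3–luciferase fusion · Amount – 2000 cells seeded into each well · Measure – % luminescence enhancement versus blank-corrected plate control mean · Measured by – SteadyLite luminescence, 15 min reagent step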
KLK5 inh – kallikrein 5 (human) inhibition; Q9Y337; recombinant hK5, fluorogenic AMC substrate cleavage; inhibition, % at 5 µM; hit rate 0.59% among 210,000; AID 873;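 active means inhibition of 40% or more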;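 further: 0% = enzyme controls without compound and 100% = no-enzyme blanks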
Rad51 HR inh – Rad51 (human) homologous recombination inhibition. Q06609. hRad51 DNA strand exchange, fluorescence dequenching. inhibition, % at 10 µM. hit rate 0.085% among 200,000;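 active means inhibition above 40% at the single screening dose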;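 further: 0% = DMSO control wells and 100% = blanks with heterologous ssDNA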
Target sequence (Q06609 whole entry, looked up): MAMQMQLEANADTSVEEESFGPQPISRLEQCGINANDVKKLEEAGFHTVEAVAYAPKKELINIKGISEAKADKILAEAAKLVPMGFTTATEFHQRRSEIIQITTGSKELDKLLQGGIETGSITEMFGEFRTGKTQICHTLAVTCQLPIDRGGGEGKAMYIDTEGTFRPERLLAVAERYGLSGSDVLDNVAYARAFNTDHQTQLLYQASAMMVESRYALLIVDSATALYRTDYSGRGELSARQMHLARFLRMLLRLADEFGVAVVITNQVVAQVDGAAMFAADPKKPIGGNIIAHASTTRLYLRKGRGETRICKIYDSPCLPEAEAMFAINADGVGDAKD
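Test system: preformed human Rad51 ssDNA filaments. Compound dosing: single dose, 10 µM final compound. Incubation: filaments 15 min 37 °C, then compound 30 min. Technique: FRET fluorescence dequenching, excitation 485 nm, emission 520 nm. Read-out basis: percent inhibition from fluorescence, normalised to plate control and blank means. Benchmarks: plate controls and plate blanks.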
* hit, by the source's call; . = not tested or not shown; [ ] = another dose, or the depositor's remark.

Sequence of screens – Rad51 HR inh, eIF4E-4G inh, Wee1 stabilizer, MDM2 E3 inh, KLK5 inh, FXIIa inh, FXIa inh, p97 ATPase inh, 14-3-3 Bad PPI
O=C(O)c1[nH]nc2c1COc1ccccc1-2
    -9.9, -3.3, 6.7, -9.2, 0.1, -10.5, -3.9, -2.2, 42.0
CCOc1ccc(NC(=O)N2CCN(Cc3ccc4c(c3)OCO4)CC2)cc1
    ., 1.3, 3.1, -5.2, 2.1, 12.0, 2.0, 1.6, 2.0
CC(=O)c1ccccc1NC(=O)COC(=O)c1ccc2c(c1)nc(C)n2-c1ccccc1
    ., 0.0[fluorescence artefact?], 2.5, -0.7, -1.2, 6.3, -1.2, 3.6, -30.2
CCOC(=O)c1cnn(-c2nc(SC)nc3sc4c(c23)CCC4)c1N
    8.4, 0.2, -0.8, -8.5, 31.4, 13.3, 3.0, -0.6, -9.8
CC(C)(C)NC(=O)C(OC(=O)c1cccs1)c1ccc(C#N)cc1 (stereo not drawn)
    ., -3.0, 0.5, -5.5, 1.7, 6.0, -0.9, 0.1, -4.5
O=C1C=CCC(/C=C/c2ccccc2)O1 (stereo not drawn)
    4.8, 4.7, 1.1, ., -6.3, 20.2, 7.8, 8.5, -1.0[fluorescence artefact?]
Cc1noc(C)c1CS(=O)(=O)Cc1ccc(Cl)cc1
    8.8, 3.9, 6.7, -8.4, -7.7, 3.9, 4.2, 4.5, -16.6
CN(c1ncc(C(F)(F)F)cc1Cl)n1cc(C(=O)O)c2ccccc2c1=O
    4.8, 9.9[fluorescence artefact?], 0.7, -15.5, 4.8, 13.9, 2.6, 3.1, 30.5[fluorescence artefact?]
Cn1ncc2c(Nc3ccccc3Br)ncnc21
    6.4, 2.0, -0.7, -17.3, -19.9, 0.6, -14.9, 3.7, -6.0
O=C(NCCCn1ccnc1)c1ccncc1
    -4.1, 4.8, 0.1, 7.2, 1.7, 15.7, 5.7, 6.7, -6.0[fluorescence artefact?]
Cc1cc(C)nc(NC(=O)Nc2ccccc2C(F)(F)F)n1
    -4.9, -2.9, 7.4, -9.5, -27.1, 2.8, 1.1, 1.0, -0.8
CCN(CC)c1ccc(N2C(=O)C3CCCCC3C2=O)cc1[N+](=O)[O-] (stereo not drawn)
    -1.1, 0.5[fluorescence artefact?], -3.8, -13.5, -19.7, 10.9, -0.2, -0.8, -6.7
COc1ccc(OC)c(Nc2nnc(C)c(=O)[nH]2)c1
    -2.2, -0.5, -1.9, -10.7, -2.5, 5.9, 1.0, 6.1, -21.9
CCOC(=O)c1cc2sccc2n1CC(=O)OC(C)C
    2.0, 6.1, -2.7, -12.1, 0.6, 3.1, 6.6, 1.7, -1.0
O=C(NC(=S)Nc1ccccc1N1CCCCC1)c1ccc(-c2cccc([N+](=O)[O-])c2)o1
    -11.5, -2.7, -1.1, -13.7, -24.1, 7.1, 6.3, 3.7, 11.3
CC(=O)Nc1ccc(S(=O)(=O)c2c(N)n(CCN3CCOCC3)c3nc4ccccc4nc23)cc1
    ., 0.4, 0.8, -21.4, -31.6, 16.0, 7.1, 3.7, 4.9
O=C(CSCC(=O)NC1CC1)Nc1ccc2ccccc2c1
    2.4, -0.2, 1.5, -5.0, -5.8, 14.8, 5.6, -4.6, -4.9
COc1ccc(CCc2nnc(CCC(=O)NCc3cc(C(C)C)no3)o2)cc1
    -3.3, -0.7, -1.4, -0.6, 5.6, 13.4, 1.9, -4.2, 5.2
CCC1(CC)NC(=O)N(CC(=O)Nc2sc3c(c2C(N)=O)CCC3)C1=O
    1.6, 3.9, -1.6, -10.8, -2.5, 4.9, -8.3, 1.2, 0.3
O=C(CCS(=O)(=O)c1ccc(Br)cc1)Nc1ccc(Cl)cc1F
    5.6, -3.8, -0.7, -2.2, -16.8, 9.5, 6.3, 5.7, -13.1
CCCCCC(=O)NC(=S)NNC(=O)CC
    14.5, -2.0, 2.5, -8.1, -222.9, 10.8, 4.6, 5.4, 1.8
O=C1c2nc3cc(-c4ccco4)[nH]n3c(=O)c2CN1Cc1ccccc1
    0.9, -2.3, -1.0, -5.4, -4.8, -3.1, -3.6, 5.1, 12.4
O=C(NN=C(Cc1ccccc1)Cc1ccccc1)c1ccncc1
    ., 5.4, -1.6, -0.7, -12.7, 3.8, -1.5, 0.6, -9.6
CC(C)(C)SCCNC(=O)CN(c1ccc(F)cc1)S(=O)(=O)c1ccccc1
    8.1, 6.9, 6.2, -14.9, ., 26.2, 19.8, 3.2, -19.3
COC(=O)c1cc(C(C)=O)c(C)[nH]c1=O
    -0.9, -1.7, 5.3, -3.7, 0.1, 9.1, 3.5, 5.6, -1.9
Nc1c2c3c(sc2nc(=O)n1N)CCCC3
    4.0, 1.5, -0.7, 6.8, -0.2, 10.5, -2.4, 3.6, 6.2
COCCn1c(CN(C)Cc2ccccc2)nc2c1c(=O)n(C)c(=O)n2C
    3.1, 2.6, -1.8, -18.0, 3.8, 5.9, -0.1, 2.4, -1.2
CC(C)(C)C1CCC2(CC1)CC(=O)c1ccccc1O2 (stereo not drawn)
    1.4, 2.4, ., 10.5, -4.6, 1.7, -5.8, ., -4.1
O=C(Cc1ccc(F)cc1)NCc1cccnc1
    ., -1.0, 2.2, -22.9, 0.6, 4.3, 14.8, 4.8, -5.0
CCOC(=O)c1c(NCc2ccccc2)n[nH]c1C
    7.8, 14.9, 0.1, -7.3, -11.8, 10.6, 10.0, 0.1, -9.2

Reprinted at random: 3 compounds from above, in no set order.
Sequence of screens – Rad51 HR inh, eIF4E-4G inh, Wee1 stabilizer, MDM2 E3 inh, KLK5 inh, FXIIa inh, FXIa inh, p97 ATPase inh, 14-3-3 Bad PPI
O=C(O)c1[nH]nc2c1COc1ccccc1-2
    -9.9, -3.3, 6.7, -9.2, 0.1, -10.5, -3.9, -2.2, 42.0
CC(=O)c1ccccc1NC(=O)COC(=O)c1ccc2c(c1)nc(C)n2-c1ccccc1
    ., 0.0[fluorescence artefact?], 2.5, -0.7, -1.2, 6.3, -1.2, 3.6, -30.2
Cn1ncc2c(Nc3ccccc3Br)ncnc21
    6.4, 2.0, -0.7, -17.3, -19.9, 0.6, -14.9, 3.7, -6.0

Following part.
Sequence of screens – Rad51 HR inh, eIF4E-4G inh, Wee1 stabilizer, MDM2 E3 inh, KLK5 inh, FXIIa inh, FXIa inh, p97 ATPase inh, 14-3-3 Bad PPI
Cn1cc(/C(Cc2ccccc2)=N\O)c2ccccc21
    -2.1, -0.1, 2.9, -9.5, 0.6, 1.6, -3.7, 6.9, -9.7
CN(CCCNC(=O)C1CCCN(S(=O)(=O)c2cnc[nH]2)C1)c1ccccc1 (stereo not drawn)
    -4.0, -0.3[fluorescence artefact?], 1.3, -25.8, -1.7, 15.9, 6.8, 3.6, 8.5
Cc1ccc(NC(=O)c2nc3nccc(C)n3n2)c(C)c1
    -4.7, 0.0, 2.2, -16.2, -1.7, 9.6, -6.1, 6.6, -4.6
CCOC(=O)c1[nH]c(C)c(C(=O)c2ccc(C)cc2)c1C
    -1.8, 1.1, 9.5*, 0.5, 1.9, 5.9, 2.5, -3.0, 0.8
Cc1nc(CCNC(=O)Cc2ccc(F)cc2)cs1
    8.5, 2.9, 2.3, -11.3, -20.7, -4.4, -8.6, -1.4, 6.5
N/C(CS(=O)(=O)c1ccccn1)=N\OC(=O)c1ccccc1Cl
    16.1, 3.1, 3.8, -16.7, -4.2, 7.2, -5.0, 1.3, -0.2
CCOc1ccc(NCC(=O)N/N=C/C=C/c2ccccc2)cc1
    ., 4.8, 4.4, ., 34.0, 13.2, 9.7, -9.6, -0.5
COc1ccc2c(c1)c1ncnc(N3CCN(Cc4ccc5c(c4)OCO5)CC3)c1n2C
    -6.8, 5.8, -0.9, -2.8, 4.3, -7.2, 4.1, -8.7, -1.6
O=c1ccc(-c2nc3cc(Cl)ccc3n2Cc2ccccc2)c[nH]1
    ., -0.6, -0.1, -15.0, ., 5.4, -2.7, -4.2, -0.9
Cc1cccc(OCC(=O)N2CCC(N3CCCCCC3)CC2)c1
    -9.4, -11.4, 4.9, -12.3, -7.5, 6.0, 0.9, -4.8, 38.6
COC(=O)[C@@]1(Cc2ccc(OC)cc2)[C@H]2c3cc(C(=O)N(C)C)n(CCSCCO)c3C[C@H]2CN1C(=O)c1ccccc1
    -2.3, 2.8[fluorescence artefact?], -2.7, ., -2.6, 9.5, 0.1, -9.2, -11.1
Cc1ccc(CN2CCNC(=O)C2CC(=O)O)cc1 (stereo not drawn)
    8.3, -5.3, 0.4, -9.7, -5.6, 6.0, 3.3, -6.0, -1.6
O=C(CCCN1C(=O)c2cccc3cccc(c23)C1=O)NCc1cccs1
    8.0, 5.2, 1.2, -10.4, -3.6, 5.9, 20.5, 5.2, 3.0
COCCNc1ncnc2nc[nH]c12
    -1.4, -1.8, 6.7, -16.5, 2.6, 4.8, -1.2, 0.5, 1.6
NS(=O)(=O)c1cccc(NC(=O)/C=C/c2cccs2)c1
    ., -0.9, -1.2, ., ., 17.5, 4.1, 0.5, -5.7
Cn1cnc([N+](=O)[O-])c1Sc1n[nH]c(N)n1
    -4.4, 7.3, -0.9, -5.6, 3.6, 17.1, 1.4, -0.5, 1.5
Nc1ccc2nc(CCCCCCCCc3nc4ccc(N)cc4[nH]3)[nH]c2c1
    4.6, 5.5, 3.2, 2.9, -9.6, 2.8, -5.7, 10.2, 11.2
Cc1nc(NCc2cccnc2)c2c3c(sc2n1)CC(C)CC3 (stereo not drawn)
    1.4, 1.0, 0.1, -4.6, -2.5, 1.5, -8.9, 1.3, -23.9
CSc1nc(C)cc(SC(C(C)=O)C(=O)Nc2ccccc2)n1 (stereo not drawn)
    -2.7, -4.2, 3.4, -6.4, -0.6, 2.4, -6.3, 4.1, -15.2
CCC1(c2ccccc2)NC(=S)N(c2ccc(C)cc2)N1 (stereo not drawn)
    -4.0, 3.5, -2.3, -5.7, 2.7, 9.7, -0.1, 1.6, -17.6
COC(=O)C1=C(C)N=C2SC(C#N)=C(N)N2C1c1ccc(OC)cc1 (stereo not drawn)
    -1.4, 8.8, -3.3, -9.3, -2.4, 17.7, 7.3, 0.6, -8.4
COc1c(O)ccc2c1CN1CCc3cc4c(cc3C1C2)OCO4 (stereo not drawn)
    37.9, -5.0, 5.3, ., 0.7, 1.9, -2.0, 2.8, 7.0
CN(C)S(=O)(=O)c1cccc(NC(=S)N(CCC#N)Cc2cccnc2)c1
    -0.8, -3.1, 5.0, -6.8, -2.1, 4.8, 2.3, 0.4, -3.5
O=C(OCc1ccccc1)C1=NNC2C(=O)N(c3ccc(Br)cc3)C(=O)C12 (stereo not drawn)
    ., -2.1, -1.0, -2.5, -0.9, 5.4, -0.5, 9.9, 3.4
CC(C)OC(=O)c1cccc(C(=O)Oc2ccccc2)n1
    4.7, -9.4[fluorescence artefact?], 1.9, -2.4, -0.5, 9.9, 2.4, 3.2, -0.9[fluorescence artefact?]
CCc1cc2c(=O)n(Cc3ccco3)c(SCc3c(C)noc3C)nc2s1
    11.9, -1.6, -1.3, -44.2, -12.6, 7.2, 2.5, -5.5, 4.7
NC(=O)C1(N2CCCCC2)CCN(CC(=O)Nc2ccccc2-c2ccccc2)CC1
    5.7, 0.3, 2.3, -10.6, 13.8, 14.5, -1.3, 6.7, -9.5
NC(=O)C1CCN(C2=C(NS(=O)(=O)c3ccccc3)C(=O)c3ccccc3C2=O)CC1
    23.6, -2.9, -1.5, -3.7, -4.4, 8.8, 7.1, 4.4, 1.8
COc1cc(C2NC(=O)NC(C)=C2C(=O)OC2CCCC(C)C2)ccc1O (stereo not drawn)
    0.6, -3.8, 2.7, 0.8, -8.1, 18.2, 3.4, 0.1, -1.9

Hits appear at their usual frequency; overall some 3.5% were active at least once.
